# CHO-K1 Ca antag: counter-screen for M1 antagonists: effect in parental CHO-K1 cells. inhibition, % at 3 µM. ATP-induced calcium, Fluo-8 fluorescence. AID 602250. actives 0.6% (n = 360,000);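 active means inhibition above a per-plate cutoff, the plate's mean sample inhibition plus 3 SD, cut at about 24% in these data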;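 further: 0% = DMSO plus EC80 ATP and 100% = DMSO alone without ATP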
# M1 ag: human M1 muscarinic receptor agonism; CHO-K1 hM1, Fluo-8 calcium fluorescence, agonist mode; 0% DMSO, 100% acetylcholine EC100; actives 0.33% (n = 360,000); activation, % at 3 µM;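 active means activation above the run's mean compound activation plus 3 SD, cut at about 16% in these data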;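 further: peak over basal fluorescence ratio within a 140 s kinetic read after compound addition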
# Target sequence (P11229 whole entry, looked up): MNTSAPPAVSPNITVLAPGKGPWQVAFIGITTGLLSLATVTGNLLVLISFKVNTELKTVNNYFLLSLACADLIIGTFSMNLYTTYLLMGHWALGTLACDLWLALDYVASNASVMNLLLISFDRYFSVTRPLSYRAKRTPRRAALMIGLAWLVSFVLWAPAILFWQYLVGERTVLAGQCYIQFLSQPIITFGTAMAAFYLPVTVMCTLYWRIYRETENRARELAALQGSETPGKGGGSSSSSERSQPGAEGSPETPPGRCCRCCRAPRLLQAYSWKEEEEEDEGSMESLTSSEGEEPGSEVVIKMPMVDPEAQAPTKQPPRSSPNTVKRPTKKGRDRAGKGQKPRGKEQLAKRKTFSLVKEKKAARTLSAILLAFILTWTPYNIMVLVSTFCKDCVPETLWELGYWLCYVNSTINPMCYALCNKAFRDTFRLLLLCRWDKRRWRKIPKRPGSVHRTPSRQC
# TAAR1 antag: antagonists of human TAAR1; AID 624466; actives 1.5% (n = 360,000); inhibition, % at 3 µM; Q96RJ0; CHO RD-HGA16 TAAR1, Fluo-8 calcium fluorescence, antagonist;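 active means inhibition above a per-plate cutoff, the mean inhibition of test compounds on that plate plus 3 SD, cut at about 49% in these data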;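 further: 0% = DMSO plus EC80 beta-PEA response and 100% = DMSO alone without agonist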
# Target sequence (Q96RJ0 whole entry, looked up): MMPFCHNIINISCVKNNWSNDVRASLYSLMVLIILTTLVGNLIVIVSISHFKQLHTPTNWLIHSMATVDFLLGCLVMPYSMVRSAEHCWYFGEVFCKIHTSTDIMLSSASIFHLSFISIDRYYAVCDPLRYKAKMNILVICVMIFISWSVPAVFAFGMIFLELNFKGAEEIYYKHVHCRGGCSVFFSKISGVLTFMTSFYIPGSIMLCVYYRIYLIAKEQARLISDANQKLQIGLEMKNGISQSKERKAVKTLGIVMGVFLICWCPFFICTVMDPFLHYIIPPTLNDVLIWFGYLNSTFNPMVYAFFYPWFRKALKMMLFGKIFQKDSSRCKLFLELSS
#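 Assay system: CHO-derived RD-HGA16 cells stably expressing human TAAR1 plus Gα16. Timing: 140 s kinetic read after compound, 140 s after agonist. Technique: kinetic Fluo-8 calcium fluorescence measurement. Measure: % inhibition of agonist calcium response.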
# CHO parental Ca: counter-screen for OX1R antagonists: effect in parental CHO cells; actives 0.63% (n = 330,000); inhibition, % at 5.6 µM; parental CHO-K1, ATP-induced calcium, Fluo-8 fluorescence; AID 463079;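 active means inhibition above that plate's mean sample inhibition plus 3 SD, cut at about 26% in these data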;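 further: 0% = ATP-challenged DMSO wells and 100% = DMSO wells without ATP; some compounds past the cut are filed as inactive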
#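 Test system: untransfected parental CHO cell line; also added: ATP stimulus; dosing: 5.6 µM, single dose; signal: calcium-sensitive Fluo-8 fluorescence; measure: percent inhibition of ATP-evoked calcium rise, normalized to controls; benchmarks: low control ATP plus DMSO, high control DMSO only; replication: one well per compound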
# TAAR1 ag: human TAAR1 agonism; Q96RJ0; CHO RD-HGA16 TAAR1, Fluo-8 calcium fluorescence; vehicle wells 0%, saturating PEA agonist 100%; activation, % at 3 µM; actives 0.99% (n = 360,000); AID 624467;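 active means activation above the mean activation of all test compounds in the run plus 3 SD, cut at about 38% in these data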
#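 Test system: RD-HGA16 (CHO) cells co-expressing Gα16 and hTAAR1 / Benchmarks: DMSO vehicle as 0%, PEA at EC100 as 100% / Repeats: no replicates (n 1) / Measure: % activation from peak over basal fluorescence ratio, DMSO-to-PEA scaled / Timing: 17-24 h plating, Fluo-8 75 min 37 °C, 30 min RT / Technique: kinetic Fluo-8 calcium fluorescence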
# M1 ag parental: counter-screen for M1 agonists: effect in parental CHO-K1 cells; Fluo-8 calcium fluorescence; scaled to maximal ATP response, vehicle zero; activation, % at 3 µM; actives 0.48% (n = 360,000); AID 602248; in the data active means activation above about 15%;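 further: untransfected CHO-K1 host cells lacking M1 receptor as counterscreen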
# M1 PAM: human CHRM1 positive allosteric modulation; activation, % at 3 µM; P11229; CHO-K1 hM1, Fluo-8 calcium fluorescence, ACh EC20; 0% = ACh EC20, 100% = maximal ACh; actives 0.088% (n = 360,000); in the data active means activation above about 19%, passing the limit was not always enough
# M1 antag: blocks human M1 muscarinic receptor; P11229; CHO-K1 hM1, Fluo-8 calcium fluorescence, ACh EC80 antagonist; inhibition, % at 3 µM; actives 1.3% (n = 360,000); AID 588852;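 active means percent inhibition above its own plate's cutoff, namely the mean of that plate's compound wells plus 3 SD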;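 further: peak over basal fluorescence ratio during 140 s after agonist addition; 0% = ACh EC80 plus DMSO and 100% = DMSO alone without agonist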
# M1 PAM parental: nonselective activator or artifact in parental CHO-K1 calcium assay. ATP EC20, Fluo-8 calcium fluorescence; 0% at ATP EC20, 100% at ATP max. activation, % at 3 µM. actives 0.02% (n = 360,000). AID 602247;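 active means activation above the run cutoff, the mean activation of all test compounds plus 3 SD, cut at about 40% in these data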;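 further: peak over basal fluorescence ratio in a 140 s read after ATP addition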
# Numbers without * were called inactive; / = not tested or not shown.
SMILES,CHO-K1 Ca antag,M1 ag,TAAR1 antag,CHO parental Ca,TAAR1 ag,M1 ag parental,M1 PAM,M1 antag,M1 PAM parental
O=C(Cn1cc(C(F)(F)F)ccc1=O)NC1CCCC1,-8,-3,2,-12,1,0.5,4,-8,17
CC(=O)c1cc(CN2CCN(C3CCCCC3)C(CCO)C2)cs1 (stereo not given),-6,-10,-3,-5,2,7.0,0,-5,28
COc1ccccc1C1CC(c2ccc(Br)cc2)=NN1C(=O)c1cccnc1 (stereo not given),1,-10,-6,-27,-2,0.2,2,-6,-1
O=C(Nc1ccc(N2CCOCC2)c(Cl)c1)c1ccc(Br)o1,12,3,60*,1,18,4.4,-15,41*,-4
O=C(CCN1C(=O)S/C(=C\c2ccccc2)C1=O)N1CCOCC1,0,1,-14,-8,4,2.0,-1,-12,9
C=CCSc1nc(C)cc(/C=C\c2ccccc2)c1C#N,-4,-1,-3,-26,11,0.3,-6,5,0
COc1ccc(-c2csc(NC(=O)CSCC(=O)Nc3cc(C)on3)n2)cc1OC,-11,-1,9,-8,4,1.9,3,3,-22
COc1ccc(COC(=O)N/C=C/c2ccco2)cc1,-11,-2,2,-1,7,1.7,6,-7,24
CCCc1cc(C(=O)Nc2cc(OC)c(Cl)cc2OC)no1,-14,-7,-2,-11,2,0.8,-5,1,24
Cc1ccc(N2CC(C(=O)N/N=C/c3c(F)cccc3Cl)CC2=O)cc1 (stereo not given),-4,-6,-18,-13,0,-0.6,-9,24,7
Cc1ncc(CN=Cc2ccc(Cl)cc2)c(N)n1,-9,4,-6,-5,-1,1.0,7,-20,-13
O=C(NCc1cccnc1)C1CC(c2ccc(Cl)c(Cl)c2)=NO1 (stereo not given),14,-3,11,10,4,11,-10,25,15
CC1(C(=O)N2CC3(CC(c4cccc(NC(=O)COc5ccc(Cl)cc5)c4)=NO3)C[C@@H]2C(N)=O)CC1 (stereo not given in full),-10,-5,13,1,10,0.3,7,0,10
O=C(O)CSc1c(Cl)c(=O)oc2ccc(Cl)cc12,-15,2,-11,/,6,0.6,10,-18,24
CC1CN(C(=O)COC(=O)c2cc([N+](=O)[O-])ccc2Cl)CC(C)O1 (stereo not given),-15,-3,-1,-10,7,1.0,5,-1,5
Cc1ccc2nc(-c3cccc(Br)c3)cc(C(=O)Nn3cnnc3)c2c1,-4,-4,-11,-3,1,0.1,-1,9,-2
CC(OC(=O)Cn1[nH]c(=O)c2ccccc2c1=O)C(=O)Nc1cccc(Cl)c1 (stereo not given),9,6,-16,2,7,1.0,16,-1,-14
N#Cc1ccccc1NC(=O)COC(=O)COc1ccccc1[N+](=O)[O-],1,-5,-6,-15,1,1.1,2,-5,11
O=C(NCc1ccco1)C1CCN(C(=O)Cc2ccccc2)CC1,10,-2,-7,-18,1,0.1,5,-1,-4
CCOC(=O)c1c(NC(=O)CN2C(=O)NC3(CCC(C)CC3)C2=O)sc(C)c1-c1ccc(C)cc1 (stereo not given),-5,-5,-3,-5,1,0.3,7,-9,15
CC1Cc2ccccc2N1C(=O)CO/N=C/c1ccc(OC(F)F)cc1 (stereo not given),-6,-7,3,-8,0,0.4,3,-1,10
CCOc1ccc(S(=O)(=O)N(C)c2ccc(OCC(=O)NC3=NCCS3)cc2)cc1,-2,-6,-3,-15,1,2.4,1,3,-10
COc1ccccc1OCC(=O)NN=C(Cc1ccccc1)Cc1ccccc1,8,-8,12,-17,5,-0.9,1,2,-2
CC(=O)N1CCOc2ccc(S(=O)(=O)NCCc3ccccc3)cc21,2,3,-11,-24,56*,3.3,16,-8,4
COc1cccc(OC)c1NC(=O)C1CCCN1C(=O)Nc1ccccc1F (stereo not given),-8,-4,9,/,0,0.9,4,-1,5
Cc1cc(=O)[nH]c(SCC(=O)Nc2ccc(F)cc2)c1C#N,13,3,5,-6,11,5.3,-12,5,-12
Cc1ccc(OCC(=O)O/N=C(\N)c2ccccn2)cc1,-13,-2,-20,5,0,1.4,5,1,24
Cc1cc(-c2nc3ncccc3o2)ccc1NC(=S)NC(=O)C(C)C,-2,-7,1,-9,0,0.1,3,-6,7
O=C(CN1C(=O)NC2(CCCC2)C1=O)Nc1ccc(F)c([N+](=O)[O-])c1,-10,-3,6,-1,-1,0.9,5,-6,-5
COc1ccc(CCNC(=O)c2ccc(-c3ccc([N+](=O)[O-])cc3Cl)o2)cc1OC,7,-7,44,-16,16,4.4,-10,12,3
CC(=O)Nc1cccc(NC(=O)CSc2nnc(NC(=O)C3CC3)s2)c1,-12,-2,-17,-7,1,1.6,12,-12,4
O=C(COC(=O)c1ccc([N+](=O)[O-])o1)NC1CCCC1,-12,-1,-11,-10,2,2.0,9,-19,18
Cc1cc(N(C)C)c(C#N)c(N2CCCCC2)n1,-2,-6,-10,-12,-1,-0.3,-2,6,18
COc1ccc(OC)c(C(O)c2ncc(-c3cccc(C(F)(F)F)c3)[nH]2)c1 (stereo not given),11,2,3,/,15,0.7,7,-15,-7
CCn1cc(/C=C(\NC(=O)c2ccccc2OC)C(=O)NCCCN2CCOCC2)c2ccccc21,-12,-5,-7,-24,3,1.6,2,-6,22
CC(=O)Nc1ccc(NC(=O)C2CCN(C(=O)c3ccc([N+](=O)[O-])cc3)CC2)cc1,-10,-7,9,-5,4,0.7,8,-5,24
Cc1ccc(-c2cccc(NC(=O)C3C(C(=O)O)[C@@H]4C=C[C@H]3C4)c2)o1 (stereo not given in full),-7,-3,-12,-19,-1,-0.4,1,-9,-6
CC1(c2ccc(Cl)cc2)NC(=O)N(CC(=O)N2CCc3ccccc3C2)C1=O (stereo not given),7,9,15,-21,23,3.5,1,3,-4
Cc1ccc(NC(=O)c2ccc(-n3cccn3)c([N+](=O)[O-])c2)cc1C,-1,-3,11,-17,16,2.7,1,-1,10
COc1cccc(C(=O)N/N=C/C(Br)=C/c2ccccc2)c1,-9,-3,21,-11,5,5.3,-1,-1,19
CCC1(CC)NC(=O)N(CC(=O)Nc2ccc(-n3cnnn3)cc2)C1=O,-14,1,18,7,8,0.0,16,-10,7
CN1CCN(S(=O)(=O)c2ccc(NC(=S)NC(=O)C3CCCC3)cc2)CC1,7,-11,4,-4,6,0.3,12,-6,5
COc1cc(NC(=O)CN(C)S(=O)(=O)c2cccs2)cc(OC)c1,0,4,-47,2,1,0.7,18,-9,2
O=C(CCSCCc1ccccn1)Nc1nccs1,-8,-1,-10,-9,0,0.3,4,-7,-6
O=C(CN1CCCC1)NC(c1ccccc1)c1ccccc1,10,-8,6,-13,2,0.3,-26,69*,-13
O=C(CN1CCOCC1)Nc1ccc(F)cc1,-7,-2,-17,0,4,0.1,11,-10,16
COc1ccc(/C=C(/C#N)c2cccnc2)cc1OC,-2,-3,-24,-15,1,0.5,4,-23,22
C=C(C)COc1ccc2c(CC)cc(=O)oc2c1,13,-10,11,-7,-3,-0.5,7,-7,-15
CCS(=O)(=O)NCC(c1cccnc1)N1CCN(c2ccccc2)CC1 (stereo not given),2,5,-22,-4,2,0.4,19,3,2
C=CCSc1[nH]c(=O)cc(C)c1C(N)=O,4,-4,5,6,1,-0.1,6,-5,3
O=C(CCc1nc(-c2ccc(F)cc2)no1)Nc1cccc(C(=O)NC2CC2)c1,-12,2,17,-1,9,8.9,-6,9,3
COc1ccc(NS(=O)(=O)c2ccc3c(c2)[C@H]2C=CC[C@H]2[C@@H](c2ccc(C(=O)O)cc2)N3)cc1,-16,-3,-7,5,-2,0.4,-5,7,-11
O=C(CSc1nnc(-c2cccnc2)s1)Nc1cccc(C(=O)O)c1,-11,-4,-17,6,2,0.3,3,-2,8
COc1ccc(-c2cc(C(=O)Nc3ccc(F)cc3F)no2)cc1,1,-3,-13,2,5,1.9,4,-6,4
O=C(O)c1ccc2c(c1)ncn2C1CCCCC1,-6,-5,-7,-2,1,0.2,4,-5,12
N#CC(=Cc1ccccn1)c1nc(-c2ccc(Cl)cc2)cs1,-23,-4,-8,/,-1,1.2,9,-24,21
CCOC(=O)C1=C(COc2ccccc2)NC(=O)NC1c1cccc([N+](=O)[O-])c1 (stereo not given),-7,-4,35,-23,11,0.6,-1,-1,4
N#Cc1ccc(NC(=O)CN2C(=O)NC(Cc3ccccc3)C2=O)cc1 (stereo not given),1,0,-2,2,3,0.7,8,4,-3
O=C(N/N=C/c1cccnc1)C(O)(c1ccccc1)c1ccccc1,-5,-4,25,-4,0,0.1,5,0,17
O=C(/C=C/c1ccccc1)Nc1ccc(N2CCCCC2)cc1,11,-4,69*,7,23,0.5,5,-11,-9

# (next part)
SMILES,CHO-K1 Ca antag,M1 ag,TAAR1 antag,CHO parental Ca,TAAR1 ag,M1 ag parental,M1 PAM,M1 antag,M1 PAM parental
C[C@@H]1CN([C@H](C)CO)C(=O)c2cc(Br)cnc2O[C@H]1CN(C)Cc1cccnc1,-10,-11,10,/,0,-0.1,-6,-6,15
COc1ccc(NC(=O)c2ccc3c(c2)OCCO3)cc1OC,-6,-4,-18,-5,2,1.4,8,-11,16
Cc1ccc(NC(=O)Cn2cc(S(=O)(=O)c3ccc(C)cc3)c(=O)c3cc(F)ccc32)cc1,-6,-2,-15,-11,4,0.6,4,-8,12
Cc1c(/C=N/NC(=O)c2cc(Br)ccc2O)c(=O)n(C)c(=O)n1C,-10,0,-18,6,17,0.6,7,-6,-2
CN(Cc1ccc2ccccc2c1)C(=O)c1ccc(C(F)(F)F)cc1,-8,-3,14,-10,2,0.7,10,-12,11
O=C(Nc1ccc2c(c1)OCO2)c1cc2nc(C3CC3)cc(C(F)(F)F)n2n1,-10,-5,/,/,/,0.2,0,3,9
C[N+](C)(CCOc1ccccc1)Cc1ccccc1 (tested in a mixture with another compound),-10,-6,-21,-12,5,0.3,5,-4,-10
COc1ccc(N(CC(=O)NCC2CCCO2)S(=O)(=O)c2c(C)noc2C)cc1 (stereo not given),-1,-4,4,-6,6,0.1,4,1,14
COc1ccc2c(c1)c(C(O)CN1CCC(Cc3ccccc3)CC1)c(C)n2C (stereo not given),10,-5,5,-23,6,0.9,-8,-10,6

# Whole records, looked up by structure. Values in the order: CHO-K1 Ca antag | M1 ag | TAAR1 antag | CHO parental Ca | TAAR1 ag | M1 ag parental | M1 PAM | M1 antag | M1 PAM parental
# COc1ccc(CCNC(=O)c2ccc(-c3ccc([N+](=O)[O-])cc3Cl)o2)cc1OC reads 7 | -7 | 44 | -16 | 16 | 4.4 | -10 | 12 | 3
# C=CCSc1[nH]c(=O)cc(C)c1C(N)=O reads 4 | -4 | 5 | 6 | 1 | -0.1 | 6 | -5 | 3
# COc1cccc(OC)c1NC(=O)C1CCCN1C(=O)Nc1ccccc1F (stereo not given) reads -8 | -4 | 9 | / | 0 | 0.9 | 4 | -1 | 5
# O=C(CSc1nnc(-c2cccnc2)s1)Nc1cccc(C(=O)O)c1 reads -11 | -4 | -17 | 6 | 2 | 0.3 | 3 | -2 | 8

# Screening results from PubChem BioAssay.
